hgDAF-12 ag: H. glycines DAF-12 receptor agonists, primary screen, cell-based, luminescence, HEK293, GAL4 fusion, UAS-luciferase; AID 687014, 2013; activation, % at 6.8 µM; Nuclear hormone receptor DAF-12 (Heterodera glycines), GAL4 fusion; 370,000 compounds, 1.8% hits; HEK293 GAL4-hgDAF12 UAS-luciferase reporter, agonist luminescence; normalized to butyrate control;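 active = activation above a cutoff set at the mean of all screened compounds plus 3 SD, cut at about 10% in these data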;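 note: 0% = DMSO wells and 100% = sodium butyrate wells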
PLC-beta3 inh: human PLC-beta3 inhibitors, primary screen, biochemical, fluorescence; 1-phosphatidylinositol 4,5-bisphosphate phosphodiesterase beta-3 (Homo sapiens), Q01970; Purified PLC-beta3, fluorogenic substrate; inhibition, % at 12.2 µM; 370,000 compounds, 0.18% hits; in the data active = inhibition above about 11%;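 note: 0% = median of compound wells on plate and 100% = full blocker control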
NR1D1 modulator: modulators of Rev-erb alpha DNA binding, primary screen, biochemical, FITC-DNA, fluorescence polarization, uHTS; activity, % at 10 µM; Nuclear receptor subfamily 1 group D member 1 (Homo sapiens), P20393; Rev-erbα–FITC-DNA binding, 90 min; AID 1259318, 2017; 370,000 compounds, 0.79% hits;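 active = activity above about 14%, limit read from the data; passing the limit was not always enough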;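 note: 0% = DMSO wells with 35 nM protein and 100% = DMSO wells with 750 nM protein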
hcDAF12 agonist: H. contortus DAF-12 nuclear receptor activators, primary screen, cell-based, luminescence, HEK293, lit1-tk-luc reporter | AID 652067, 2013 | activation, % at 6.8 µM | 370,000 compounds, 1.4% hits | HEK293 hcDAF-12 lit1-tk-luc reporter; 0% DMSO, 100% Δ7-dafachronic acid;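 active = activation above the mean of all tested compounds plus 3 SD, cut at about 5.5% in these data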;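 note: 100% = response to 3 µM Δ7-dafachronic acid high control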
DAX1 inh-1: DAX1 (NR0B1) inhibitors, primary screen, cell-based, HEK293, Gal4-DAX1, luciferase luminescence; HEK293 Gal4-DAX1 luciferase reporter; inhibition, % at 6.75 µM; AID 504766, 2011; 340,000 compounds, 0.99% hits; Nuclear receptor subfamily 0 group B member 1 (Homo sapiens), P51843;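 active = inhibition above the mean over all tested compounds plus 3 SD, cut at about 4.2% in these data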;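 note: 0% = DAX1-transfected cells with DMSO and 100% = empty-vector control cells with DMSO; inhibition shows as a rise in luminescence from relieved DAX1 repression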
Target sequence (P51843 207-470 limits assumed): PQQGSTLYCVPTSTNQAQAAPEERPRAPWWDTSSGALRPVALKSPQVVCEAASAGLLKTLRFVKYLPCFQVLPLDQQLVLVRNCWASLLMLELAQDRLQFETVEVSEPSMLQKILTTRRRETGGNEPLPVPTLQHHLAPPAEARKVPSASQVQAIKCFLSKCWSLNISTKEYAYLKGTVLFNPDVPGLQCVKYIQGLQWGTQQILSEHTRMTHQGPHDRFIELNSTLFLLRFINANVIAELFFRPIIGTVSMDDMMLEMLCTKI
PG9 Ab binder: binders of HIV-1 gp120 antibody PG9, primary screen, biochemical, TR-FRET | inhibition, % at 6.7 µM | 360,000 compounds, 0.43% hits | TR-FRET gp120-PG9 antibody binding; in the data active = inhibition above about 8.5%
FXN GAA850 act: FXN promoter activators, primary screen, cell-based, luciferase luminescence, HEK293 lucGAA850; HEK293 lucGAA850 FXN promoter luciferase reporter, 24 h; percent of 10 µM SAHA response; activation, % at 6 µM; 360,000 compounds, 0.56% hits; AID 540364, 2011;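 active = activation above the average of all compounds screened plus 3 SD, cutoff fixed separately per campaign, cut at about 7.5% in these data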;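 note: 0% = DMSO wells and 100% = 10 µM SAHA wells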
HGIII-sPLA2 inh: human group III sPLA2 inhibitors, primary screen, biochemical, QFRET, BODIPY PC-A2 liposome substrate | Group 3 secretory phospholipase A2 (Homo sapiens), Q9NZ20 | QFRET BODIPY PC-A2 liposome hydrolysis, fluorescence | inhibition, % at 12.2 µM | 370,000 compounds, 0.56% hits | AID 743126, 2013;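 active = inhibition above mean plus 3 SD of compounds lying within the high and low control bounds, cut at about 19% in these data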;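 note: 0% = median of test compound wells and 100% = no enzyme DMSO wells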
Target sequence (Q9NZ20 whole entry, looked up): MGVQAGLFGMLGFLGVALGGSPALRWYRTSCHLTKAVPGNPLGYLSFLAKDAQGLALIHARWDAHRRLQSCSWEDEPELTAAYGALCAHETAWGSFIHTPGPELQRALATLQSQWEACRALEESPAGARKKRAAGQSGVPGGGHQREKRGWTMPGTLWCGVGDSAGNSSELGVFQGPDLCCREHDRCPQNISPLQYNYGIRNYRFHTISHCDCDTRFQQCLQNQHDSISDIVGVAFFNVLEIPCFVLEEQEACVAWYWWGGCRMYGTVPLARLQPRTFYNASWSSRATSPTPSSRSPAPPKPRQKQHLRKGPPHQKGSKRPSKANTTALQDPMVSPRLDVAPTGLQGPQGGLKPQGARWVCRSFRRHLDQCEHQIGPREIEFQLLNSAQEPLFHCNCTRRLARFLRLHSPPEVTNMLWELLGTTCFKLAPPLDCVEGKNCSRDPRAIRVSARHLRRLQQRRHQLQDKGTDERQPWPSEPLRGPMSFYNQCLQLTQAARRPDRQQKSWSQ
SMARCA2 act: SMARCA2 (BRM) function activators, primary screen, cell-based, luminescence, high throughput. AID 652017, 2013. MG213 cells, MMTV-luciferase reporter, dexamethasone, overnight. 370,000 compounds, 1% hits. activation, % at 9.1 µM; in the data active = activation above about 7.8%;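 note: 0% = vehicle wells and 100% = reference activator wells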
ssDAF12 agonist: S. stercoralis DAF-12 nuclear receptor activators, primary screen, cell-based, luminescence, HEK293, GRIP1 co-expression, lit1-tk-luc | Nuclear hormone receptor DAF-12 (Strongyloides stercoralis) | HEK293 ssDAF-12/GRIP1 lit1-tk-luc reporter; % of 3 µM dafachronic acid response | activation, % at 6.8 µM | 370,000 compounds, 1% hits | AID 652126, 2013;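 active = activation above the mean over all tested compounds plus 3 SD, cut at about 0.9% in these data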;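 note: 0% = DMSO-only wells and 100% = 3 µM delta7-dafachronic acid wells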
DAX1 inh-2: DAX1 (NR0B1) inhibitors on StAR promoter, primary screen, cell-based, luminescence, SF-1 (NR5A1), full-length DAX-1; HEK293T StAR-luciferase reporter, SF-1/DAX-1 repression relief; inhibition, % at 6.8 µM; 370,000 compounds, 1.1% hits; AID 652010, 2013;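 active = inhibition above the mean over all tested compounds plus 3 SD, cut at about 3.6% in these data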;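 note: 0% = DAX-1 cells with DMSO and 100% = cells lacking DAX-1 with DMSO; higher inhibition means more luminescence from relief of DAX-1 repression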
The depositor's hits bear a star; . = no result given; & = joins results of further samples. Outcome played no part in choosing rows, and some 7% of all compounds hit somewhere here.

structure	hgDAF-12 ag	HGIII-sPLA2 inh	FXN GAA850 act	PLC-beta3 inh	ssDAF12 agonist	DAX1 inh-1	NR1D1 modulator	SMARCA2 act	hcDAF12 agonist	DAX1 inh-2	PG9 Ab binder
Cc1sc2nc(COC(=O)c3cccc(S(=O)(=O)N(C)c4ccccc4)c3)[nH]c(=O)c2c1C	0.5	-6	-0.3	-37	-1.2	1.7	6	0	-1.6	0.7	-1.6
CCCS(=O)(=O)NC(=O)C1(C)CCCN(C(=O)c2cc(F)ccc2C)C1 (stereo not drawn)	1.6	5	1.3	3	-1.2	.	3	0	-0.7	-0.6	-0.1
COc1cc(OC)cc(C(=O)Nc2ccc(S(=O)(=O)Nc3cc(C)nc(C)n3)cc2)c1	-2.5	-9	.	1	-0.8	.	-1	-1	-1.2	0.8	-0.2
COc1cccc(-n2c(C)c3c(OC)cccc(=O)c3c2C)c1	-0.3	-3	2.2	-43	-1.9	-0.8	5	-3	-1.7	0.7	0.2
CN(c1nc2ccccc2nc1Cl)S(=O)(=O)c1ccccc1	3.2	-2	2.4	-6	-0.4	-1.1	-1	2	-1.3	-0.1	-0.1
O=C(CSc1nc(-c2cccs2)nc2ccccc12)NC1CCS(=O)(=O)C1 (stereo not drawn)	2.2	2	-0.1	-19	-1.1	1.1	-2	-2	-1.0	0.1	-1.2
Cc1ncc(S(=O)(=O)C(C)(C)C)c(N)n1	-0.9	13	1.4	-4	-0.6	0.1	1	-4	-1.8	0.0	2.8
CCCCc1nc2cc(C(=O)NCc3cc(C)n(C)n3)ccc2o1	4.1	3	3.6	-2	-1.1	0.8	5	4	6.2*	0.3	3.4
OCCN(CCO)CC(O)COc1ccc(Br)cc1 (stereo not drawn)	2.8&-1.5	-1&1	-1.1&-0.6	8&-1	-1.1&-1.9	2.4	0&-5	-5&1	0.2&2.4	-0.6&0.2	-0.7&0.3
CC(C)C[C@H]1COc2cc(Br)ccc2S(=O)(=O)N1Cc1cn(Cc2ccco2)nn1	3.8	-6	.	2	-1.7	.	4	-1	0.8	-0.4	.
CCN(CC)C(=O)Oc1ccccc1NC(C)=O	-0.5	3	0.9	-1	-0.9	2.9	1	-2	0.0	-0.4	-1.9
CC(=O)c1cnc(Nc2nc(C)c3ccc(C)cc3n2)nc1C	1.2	7	2.7	-4	-1.1	-1.2	1	-3	-2.2	-0.4	2.9
CCOc1ccc(CN2CCCC(CO)(Cc3ccccc3F)C2)cc1 (stereo not drawn)	-0.4	-6	0.4	-4	-1.5	0.0	-4	-2	-0.1	1.2	-0.1
Clc1cnc(Nc2cccnc2)c(Cl)c1	1.2	1	5.0	-11	-0.7	-1.1	-2	-1	-0.7	-0.6	0.8
CC(=O)CCc1c(C)[nH]c2ccc(NC(C)=O)cc2c1=O	0.3	4	0.8	-9	0.3	0.4	-1	6	0.1	0.9	-0.6
COc1ccc(N(CC(=O)NCCOc2ccccc2)S(=O)(=O)c2ccc(C)cc2)cc1	0.0	-5	-1.3	-5	-1.1	-1.2	3	-2	0.1	-0.3	-0.6
O=C(CCNS(=O)(=O)c1ccc(Br)s1)NCc1ccccc1	-1.8	-6	1.7	6	-1.7	0.1	-6	0	-1.4	-0.6	1.4
O=C(c1ccco1)N1CCN(C(=O)c2ccc(COc3ccc(Cl)cc3Cl)o2)CC1	-1.0	-17	0.9	-5	-2.1	-0.9	1	-1	-1.8	-1.4	-0.6
Cc1cc(C)cc(S(=O)(=O)Cc2noc(C(=O)NCc3ccccc3)c2C(=O)NCc2ccccc2)c1	0.7	2	-1.9	3	-1.0	-0.6	4	4	0.2	0.1	0.0
Cc1ccn2c(Cc3ccccc3)c(-c3ccc(Br)cc3)nc2c1	17*	10	3.7	-6	0.0	1.6	-2	3	1.3	8.4*	0.7
CC(C)(C)NC(=O)C(c1ccccn1)N(C(=O)c1csnn1)C1CCCC1 (stereo not drawn)	-0.2	-3	1.0	-5	-1.5	0.5	-1	2	1.1	0.2	-0.5
CCC(C)NS(=O)(=O)c1ccc(NC(=O)C(Sc2ccccc2)c2ccccc2)cc1 (stereo not drawn)	-1.7	-51	-4.2	-1	-2.2	1.4	-4	-4	0.8	-0.7	0.1
CC(C)(C)c1cc(CN2CCOCC2)c(C(=O)O)o1	1.4	11	0.7	-11	-1.0	1.0	-1	-5	-0.1	-0.6	1.9
COc1ccc(C(=O)C2CCCN(C(=O)c3noc4c3CCCC4)C2)c(C)c1 (stereo not drawn)	-2.5	-5	1.1	-4	-2.0	-0.9	0	-3	-1.3	-0.3	-0.5
CCOC(=O)N1CCc2c(sc(NC(=O)CN3CCOCC3)c2C#N)C1	-0.5	2	0.8	-5	-1.5	.	4	-2	-0.1	-0.5	-1.0
COc1ccc(-c2nc(CS(=O)(=O)CC(=O)NCc3ccccc3Br)c(C)o2)cc1	-1.0	-9	-1.4	0	-0.6	0.6	0	3	-1.2	0.2	0.1
Cc1ccc(S(=O)(=O)Cn2cnnn2)cc1	3.0	7	-0.2	-7	-0.9	0.5	-1	-2	0.7	0.6	2.4
CCCCN(CC)CCNS(=O)(=O)c1ccc2c(c1)oc(=O)n2C	0.1	5	0.0	1	0.1	1.5	-2	-1	0.0	0.2	1.3
Nc1cccc(C(=O)Nc2ccc(N)cc2Cl)c1	-3.4	11	-0.8	4	-1.3	0.9	-4	-4	-0.9	0.5	-0.5
CCN(CC)P(=O)(Nc1ccccc1Br)c1ccc(N(C)C)cc1NC(=O)c1ccco1 (stereo not drawn)	-0.5	-2	2.0	-5	-1.2	-2.1	-2	-2	2.5	0.1	2.3
CCC(=O)N(Cc1cc2cccc(C)c2[nH]c1=O)c1ccccc1OC	-0.8	1	0.1	7	-1.6	-0.3	2	-2	-1.1	0.2	-0.6
CC#CCc1cc2ccccc2c(=O)o1	2.7	6	-0.9	-2	-0.8	4.6*	-2	0	-0.2	1.4	1.0
N/C(=N\OC(=O)CC1CCCCC1)c1ccccc1	0.7	9	3.8	0	-1.0	1.7	-2	0	2.1	-0.2	1.9
CN1CCC(=NNc2ccc(S(=O)(=O)N3CCOCC3)cc2[N+](=O)[O-])CC1	-4.1	5	1.7	-5	-1.3	-1.1	7	-4	-1.0	-0.4	-1.5
CCOc1ncccc1C(=O)NCCc1ccc(Cl)cc1	-0.8	-1	2.6	-1	-0.9	-1.8	2	-1	-0.5	0.0	-1.3
CS(=O)(=O)c1ccc2nc(NC(=O)CN3C(=O)NC4(CCCC4)C3=O)sc2c1	0.7	-4	2.0	-5	-0.9	1.6	9	-1	2.8	0.4	-0.8
Nc1c(N=Nc2cccc(Cl)c2)c(=O)[nH]n1-c1ccccc1	0.5	7	2.1	0	-0.8	0.4	4	2	1.4	0.1	-1.1
O=C(Cc1ccccc1F)Nc1nc(-c2cccnc2)cs1	1.7	3	-0.2	-21	-1.0	0.4	-1	-2	-0.6	-0.2	-1.2
CCOC(=O)c1cn(CC(=O)Nc2ccc3c(c2)OCCO3)nn1	4.7	2	-2.6	-3	-0.9	-0.3	-2	-1	-0.7	-0.4	-0.7
N=c1c(C(=O)NCC2CCCO2)cc2c(=O)n3ccccc3nc2n1Cc1ccccc1Cl (stereo not drawn)	-2.8	4	-1.5	-300	-1.1	-0.5	-2	0	0.0	-0.8	1.8
O=C(NC(=S)N1CCOCC1)c1ccccc1Cl	-1.1	5	-0.5	-1	-0.6	0.6	-7	3	-0.2	0.3	-0.7
CCCCCCCCOC1OC(CO)C(O)C(O)C1NC(C)=O (stereo not drawn)	-1.1	0	-0.1	2	-0.8	0.5	8	-1	-1.2	-0.5	-1.0

Part of the list above, as labelled records.
canonical_smiles: CCOc1ncccc1C(=O)NCCc1ccc(Cl)cc1
  hgDAF-12 ag = -0.8
  HGIII-sPLA2 inh = -1
  FXN GAA850 act = 2.6
  PLC-beta3 inh = -1
  ssDAF12 agonist = -0.9
  DAX1 inh-1 = -1.8
  NR1D1 modulator = 2
  SMARCA2 act = -1
  hcDAF12 agonist = -0.5
  DAX1 inh-2 = 0.0
  PG9 Ab binder = -1.3

canonical_smiles: CS(=O)(=O)c1ccc2nc(NC(=O)CN3C(=O)NC4(CCCC4)C3=O)sc2c1
  hgDAF-12 ag = 0.7
  HGIII-sPLA2 inh = -4
  FXN GAA850 act = 2.0
  PLC-beta3 inh = -5
  ssDAF12 agonist = -0.9
  DAX1 inh-1 = 1.6
  NR1D1 modulator = 9
  SMARCA2 act = -1
  hcDAF12 agonist = 2.8
  DAX1 inh-2 = 0.4
  PG9 Ab binder = -0.8

canonical_smiles: Nc1c(N=Nc2cccc(Cl)c2)c(=O)[nH]n1-c1ccccc1
  hgDAF-12 ag = 0.5
  HGIII-sPLA2 inh = 7
  FXN GAA850 act = 2.1
  PLC-beta3 inh = 0
  ssDAF12 agonist = -0.8
  DAX1 inh-1 = 0.4
  NR1D1 modulator = 4
  SMARCA2 act = 2
  hcDAF12 agonist = 1.4
  DAX1 inh-2 = 0.1
  PG9 Ab binder = -1.1

Bioassay records from PubChem BioAssay.
